Screening data deposited in PubChem BioAssay by several laboratories.
PME-1 primary = blocks human protein phosphatase methylesterase 1. recombinant PME-1, FP-Rh probe fluorescence polarization. 320,000 tested, 0.53% active. inhibition, % at 5.9 µM;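 active = inhibition above the campaign mean of all compounds plus 3 SD, cut at about 26% in these data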;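 also: competitive labeling of PME-1 active site by serine hydrolase directed probe; 0% = PME-1 with DMSO and 100% = wells lacking PME-1 enzyme; inhibitors block probe labeling so polarization falls and inhibition rises; many of its hits are not listed in these tables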
Target sequence (Q9Y570 whole entry, looked up): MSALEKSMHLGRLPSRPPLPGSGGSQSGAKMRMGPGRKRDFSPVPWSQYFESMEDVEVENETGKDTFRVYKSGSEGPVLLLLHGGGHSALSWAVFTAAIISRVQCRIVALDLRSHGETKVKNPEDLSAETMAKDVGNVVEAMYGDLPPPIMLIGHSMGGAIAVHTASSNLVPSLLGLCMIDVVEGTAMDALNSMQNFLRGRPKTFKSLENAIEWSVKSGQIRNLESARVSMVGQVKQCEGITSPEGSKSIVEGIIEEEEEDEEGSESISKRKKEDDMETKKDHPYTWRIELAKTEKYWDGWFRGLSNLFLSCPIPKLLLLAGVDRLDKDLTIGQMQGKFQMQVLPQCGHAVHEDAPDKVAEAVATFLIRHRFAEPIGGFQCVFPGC
Fam108B counter = counter-screen for RBBP9 inhibitors: inhibitors of mouse Fam108B; AID 1947; recombinant Fam108B, FP-Rh probe fluorescence polarization; 300,000 tested, 0.33% active; inhibition, % at 9.51 µM;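 active = inhibition above the screen mean inhibition plus 3 SD, computed separately per campaign, cut at about 18% in these data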;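 also: inhibitors lower polarization as less probe binds the enzyme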
VLA-4 inh = inhibition in a human VLA-4 binding assay | P13612 | VLA-4 expressing cells, ligand binding flow cytometry | inhibition, % (about 7 µM as worked out from the volumes in the protocol) | 330,000 tested, 0.2% active | AID 2557; in the data active = inhibition above about 50%
Efflux pump inh = blocks antifungal efflux pumps in multiplex yeast assay; S. cerevisiae Candida pump triplex, Nile Red efflux; inhibition, % at 10 µM; 330,000 tested, 0.44% active; AID 485275;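 active = plate passing quality check with inhibition over a set limit, or well fluorescence over plate mean plus 4 SD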;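 also: Nile Red retained in pooled yeast measured as flow cytometry median fluorescence; 0% = buffer negative control and 100% = Enniatin B positive control; higher means more Nile Red kept so more efflux inhibition; some compounds called inactive have numbers as strong as hits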
GLD-1 RNA inh = GLD-1-TGE RNA interaction inhibition (C. elegans); Q17339; purified GLD-1 + fluorescein TGE RNA, fluorescence polarization; inhibition, % at 5.96 µM; 320,000 tested, 0.44% active; AID 2280;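 active = percent inhibition above a per-plate cutoff, the plate mean of test compounds plus 3 SD, cut at about 30% in these data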;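 also: 0% = DMSO wells with GLD-1 and probe and 100% = wells lacking GLD-1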
MEX-5 binding = C. elegans MEX-5 TCR-2 RNA binding activity; AID 1832; Q9XUB2; 300,000 tested, 0.38% active; activity score (negative = inhibition of binding), % at 10 µM; MEX-5/FITC-TCR2 RNA binding, fluorescence polarization; stronger effect = lower value;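 active = inhibition past about -25% in most replicates, and total fluorescence under double the plate's negative control median, limit read from the data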;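 also: 0% = DMSO and -100% = 5 µM competing unlabeled TCR2 RNA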
Target sequence (Q9XUB2 whole entry, looked up): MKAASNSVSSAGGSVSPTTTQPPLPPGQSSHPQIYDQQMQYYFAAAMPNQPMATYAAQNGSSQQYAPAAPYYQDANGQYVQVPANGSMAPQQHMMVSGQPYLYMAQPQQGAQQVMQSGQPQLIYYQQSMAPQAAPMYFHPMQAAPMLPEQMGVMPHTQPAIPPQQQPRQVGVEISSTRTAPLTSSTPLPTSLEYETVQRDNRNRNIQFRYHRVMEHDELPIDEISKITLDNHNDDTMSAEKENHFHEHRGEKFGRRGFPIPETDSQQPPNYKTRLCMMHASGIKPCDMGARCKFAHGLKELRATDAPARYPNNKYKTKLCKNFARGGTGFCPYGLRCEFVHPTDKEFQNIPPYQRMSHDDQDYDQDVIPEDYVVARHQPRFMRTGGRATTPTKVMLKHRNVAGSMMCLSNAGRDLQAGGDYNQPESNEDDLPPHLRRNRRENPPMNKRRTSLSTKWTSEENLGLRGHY
GRK2 inh = blocks RNA aptamer binding to human GRK2; P25098; bead flow cytometry, FAM-aptamer displacement from GRK2; inhibition of aptamer binding, % at 10 µM; 330,000 tested, 0.59% active; AID 488847;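 active = inhibition of aptamer binding above 40%, roughly 3 SD of noise, on plates passing a quality check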;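 also: median bead fluorescence of bound FAM aptamer so fluorescent compounds give negative values; no value below 0 was filed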
MCL1 BIM primary = MCL1-BIM-BH3 interaction inhibition (human) | Q07820 | GST-MCL1 / FITC-Bim-BH3 fluorescence polarization | inhibition, % at 10.9 µM | 320,000 tested, 0.68% active | AID 2057;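 active = inhibition above the mean inhibition of all tested compounds plus 3 SD, set per campaign, cut at about 40% in these data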;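 also: 0% = DMSO wells and 100% = unlabeled Bim-BH3 peptide control; higher means more loss of mP so more displacement of Bim peptide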
BCLXL inh = inhibitors of human Bcl-xL; 320,000 tested, 0.7% active; AID 2129; GST-Bcl-xL / FITC-Bim BH3 peptide fluorescence polarization; inhibition, % at 10.9 µM;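 active = inhibition above the mean of all tested compounds plus 3 SD, cutoff set per campaign, cut at about 30% in these data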;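 also: 0% = DMSO wells and 100% = unlabeled Bim-BH3 peptide competitor; inhibitors lower millipolarization by displacing the labeled peptide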
Target sequence (Q07817 whole entry, looked up): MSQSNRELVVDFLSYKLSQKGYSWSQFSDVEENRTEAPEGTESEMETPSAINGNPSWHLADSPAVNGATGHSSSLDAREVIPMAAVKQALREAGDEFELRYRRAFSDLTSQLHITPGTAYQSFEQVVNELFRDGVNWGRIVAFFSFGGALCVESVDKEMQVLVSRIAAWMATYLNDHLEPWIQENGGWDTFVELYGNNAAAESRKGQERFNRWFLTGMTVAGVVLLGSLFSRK
* marks the source's active call; other numbers are inactive results; · = not tested or not shown.

Each structure is followed by: MCL1 BIM primary	VLA-4 inh	PME-1 primary	Fam108B counter	GLD-1 RNA inh	BCLXL inh	MEX-5 binding	GRK2 inh	Efflux pump inh
Cc1nc2sc(C(=O)OC(C)C)c(N)c2c(C)c1C
 : 10	12	1	0	0	6	1.0	1	-0.2
Cc1ccc(C2=N/C(=C\N(C)C)C(=O)O2)cc1
 : 4	2	-1	-2	8	2	-0.6	1	0.0
Cc1nc(NC(=O)COC(=O)CNC(=O)c2ccco2)c(Cl)cc1Cl
 : ·	8	·	·	6	·	·	2	-0.2
COc1ccc(NC(=O)C2CC2)cc1OC1CCCC1
 : -1	-1	-1	-2	8	0	-2.0	2	0.0
Cc1ccc(S(=O)(=O)N2CCOC2CNC(=O)C(=O)NCc2ccco2)cc1 (stereo unspecified)
 : -1	-8	-1	3	0	2	1.4	3	0.1
O=C(c1cccs1)N1CCN(C/C=C/c2ccccc2)CC1
 : 8	-1	-1	-1	2	7	1.2	1	0.1
O=C(CC1C(=O)NCCN1Cc1ccc(F)cc1Cl)NCc1ccon1 (stereo unspecified)
 : 23	-2	2	1	21	27	·	0	-0.1
CC(C)N(Cc1ccccc1)C(=S)NCc1ccccc1
 : 8	5	4	3	3	3	-0.6	1	0.2
COc1ccc(-n2cnnc2SCC(=O)Nc2ccccc2F)cc1
 : 0	9	-7	0	9	-1	-4.3	0	-0.3
CCOC(=O)N1CCN(C(=O)c2cc3c(=O)[nH]c4ccccc4c3s2)CC1
 : -8	-4	9	-4	-3	-1	0.1	1	0.3
COc1cccc(-c2c(-c3cc(OC)cc(OC)c3)n(C)c3ccc(-c4cnc(N5CCOCC5)nc4)cc23)c1
 : ·	13	·	·	4	·	·	0	0.4
CN(C)c1cccc2c1c(NC(=O)Nc1ccc(Cl)cc1Cl)nn2C
 : -3	5	-3	3	-3	8	-1.5	4	-0.1
CN1CCN(/C=N/c2c(C#N)cnn2C)CC1
 : -8	33	0	0	3	0	2.2	3	0.2
Cc1cccc(N2CCN(C(c3ccncc3)c3nnnn3C(C)(C)C)CC2)c1C (stereo unspecified)
 : 4	11	2	-2	2	6	-0.4	1	-0.1
CCOC(=O)N1CCC(N2C(=O)c3ccccc3C2Nc2ccccc2)CC1 (stereo unspecified)
 : 0	-8	10	1	-1	2	-3.0	2	0.0
CN(Cc1cccnc1)C(=O)Cc1ccc(NS(=O)(=O)c2cccc(C(F)(F)F)c2)cc1
 : 1	4	0	2	1	3	-0.2	2	0.3
COc1ccccc1-c1cn(S(=O)(=O)c2ccc(C)cc2)nc1N
 : 1	-6	4	2	6	5	0.8	5	-0.1
O=C(CSc1ncccn1)N/N=C/c1ccccc1[N+](=O)[O-]
 : 5	-19	1	1	-2	3	-0.9	0	0.7
CCC(=O)Nc1nonc1-c1nc2ccccc2n1Cc1ccccc1
 : 8	-3	-3	-3	0	5	-0.6	3	-0.3
CCCn1nc(C(=O)OCC(=O)Nc2ccc(C(N)=O)cc2)c2ccccc2c1=O
 : ·	8	·	·	4	·	·	1	0.1
Oc1[nH]c(N=C2N=c3ccccc3=N2)c2ccccc12
 : -2	3	13	-7	0	0	-38*	2	0.0
COc1ccc(CCNC(=O)C2CC(c3ccccc3[N+](=O)[O-])=NO2)cc1 (stereo unspecified)
 : 13	-5	5	6	1	11	-0.6	2	-0.2
Cc1ccc(S(=O)(=O)/N=C2\C(=O)c3ccccc3C([O-])=C2n2cc[n+](CCC(C)C)c2)cc1
 : 7	4	2	3	1	9	-0.3	0	-0.1
CN(C)S(=O)(=O)n1cc(/C=C(\NC(=O)c2ccccc2)C(=O)NCCCN2CCOCC2)c2ccccc21
 : 5	7	-1	2	-6	5	0.2	0	0.0
CCc1ccccc1S(=O)(=O)Cc1ccc(C(=O)NCc2ccc3c(c2)OCO3)o1
 : 5	-9	1	0	-7	2	1.2	0	0.1
c1ccc(-c2nc(-c3cccnc3)cs2)cc1
 : ·	11	·	·	·	·	0.4	0	0.0
CN(CC(=O)Nc1cccc(F)c1)CC(=O)N1CCc2ccccc21
 : -12	9	-3	·	2	-8	·	0	-0.3
COC(=O)C1CCN(C(=O)COC(=O)c2oc3ccccc3c2C)CC1
 : -4	-4	3	-2	10	-3	-5.7	2	-0.1
COC(C[C@@H]1O[C@@H]1C(=O)[C@H](C)OCc1ccccc1)OC
 : 2	3	-1	-7	1	6	0.2	4	0.1
COc1cccc(CN2CC(C(=O)NCCOc3cccnc3)CCC2=O)c1 (stereo unspecified)
 : 2	-4	4	2	5	-1	0.1	3	-0.2
O=C(Nc1ccccc1NC(=O)NC1CCCCC1)NC1CCCCC1
 : -1	-2	-6	-3	7	0	3.2	0	0.1
CCOC(=O)c1c(CN2CCCCC2)n(C)c2cc(Br)c(O)c(CN(C)C)c12
 : 1	9	3	5	13	2	-2.8	1	0.2
COc1ccc(C(C)(C)C)cc1NC(=O)Nc1ccc2c(c1)OCO2
 : 9	18	4	18	12	4	-2.4	1	-0.2
O=C(O)CC(CNS(=O)(=O)c1cccc2nsnc12)c1ccccc1 (stereo unspecified)
 : -3	10	2	-1	-9	3	1.1	0	-0.3
COc1ccc(NC(=S)NC2CCS(=O)(=O)C2)cc1 (stereo unspecified)
 : 3	28	4	-2	-2	1	0.0	0	-0.1
O=C(N/N=C/c1cc(O)ccc1[N+](=O)[O-])c1ccc2c(c1)OCCO2
 : 17	7	7	3	-3	12	-2.6	3	0.0
Cc1ccc(-c2c3c([nH]c(=S)c2C#N)CCCC3)o1
 : 43*	-4	-1	4	1	27	0.6	11	0.6*
CN(C)c1ccc(/C=N/NC(=O)CCC(=O)NCc2ccccc2)cc1
 : 14	-4	1	-2	7	-2	0.0	0	0.0
O=C1CCCC(=O)N1c1ccc(NCCOCCO)c([N+](=O)[O-])c1
 : -4	0	-2	2	3	0	0.6	0	0.2
COc1ccc(S(=O)(=O)N2CCCC(C(=O)NC3CCCCC3)C2)cc1 (stereo unspecified)
 : -2	2	7	-2	4	1	1.5	3	0.0
COCCN(C(=O)c1cc(-c2ccncc2)nc2ccccc12)c1c(N)n(CC(C)C)c(=O)[nH]c1=O
 : -2	-1	-4	1	-2	4	-5.3	2	0.2
CC(=O)c1cccc(NS(=O)(=O)c2cc(OCC(N)=O)c(C)cc2Cl)c1
 : 0	-2	-2	5	-1	1	0.5	1	0.0
O=C(CN(Cc1ccc(F)cc1)C(=O)Cn1nnc2ccccc21)NCC1CCCO1 (stereo unspecified)
 : 12	2	0	-6	5	6	-1.7	1	-0.1
O=C(NCC1COc2ccccc2O1)C1CCN(S(=O)(=O)c2ccc(Cl)cc2)CC1 (stereo unspecified)
 : 1	-3	20	·	3	2	·	0	0.2
CN(C)C=Nc1nonc1-c1ccc(Cl)cc1
 : 4	-4	-5	-2	-1	1	-1.5	1	0.2
O=C(NCCc1ccccc1)c1ccc2nc(N3CCOCC3)sc2c1
 : 4	-18	5	1	4	3	0.4	1	-0.1
CC1(C)[C@@H](O)CC[C@]2(C)C3C(O)C=C4[C@H]5C[C@@](C)(C(=O)O)CC[C@]5(C)CC[C@]4(C)[C@]3(C)CC[C@@H]12 (stereo partly specified)
 : 1	-8	1	-1	5	6	0.5	0	0.0
CCn1c(SCC(=O)c2ccc3c(c2)OCCO3)nnc1-c1ccco1
 : -12	-3	-6	0	8	0	-0.5	3	0.0
COc1ccc2oc(C(=O)OC/C(O)=C(\C#N)c3nc4ccccc4[nH]3)c(C)c2c1
 : 6	-4	14	-1	2	2	-4.5	0	0.2
Cc1nn(-c2ccccc2)c(Cl)c1C(=O)OC(C)C(=O)NC(=O)NC1CCCCC1 (stereo unspecified)
 : 0	0	0	0	-4	1	1.5	2	-0.1

(list continues)
Each structure is followed by: MCL1 BIM primary	VLA-4 inh	PME-1 primary	Fam108B counter	GLD-1 RNA inh	BCLXL inh	MEX-5 binding	GRK2 inh	Efflux pump inh
CCC(C)(C)C1CCC2(CC1)NC(=O)N(CC(=O)NCCc1c[nH]c3ccccc13)C2=O (stereo unspecified)
 : -9	-3	-5	·	1	-2	·	2	-0.1
COC(Cc1n[nH]c(=S)n1-c1ccccc1)OC
 : 0	-23	-7	1	1	2	1.5	3	0.0
CC(C)=NNc1nc2sc3c(c2c(=O)[nH]1)CC(C)(C)OC3
 : 5	1	36*	-4	2	11	1.4	1	-0.2
COc1ccc(C(C(=O)NCc2ccccc2)N(C(=O)c2snc(C(N)=O)c2N)C2CCCC2)cc1O (stereo unspecified)
 : -2	-1	1	1	6	-3	0.0	1	0.1
N/C(Cc1ccc([N+](=O)[O-])cc1)=N\OC(=O)C1CCCCC1
 : -2	12	0	-4	3	2	3.7	0	0.0
O=C(Cn1c(=O)n(-c2ccc(F)cc2)c(=O)c2sccc21)N1CCCC1
 : 3	27	-5	-3	1	-1	2.4	0	0.1
CCn1c(-c2ccccc2Cl)nn(CC(=O)Nc2ccc(OC)cc2)c1=S
 : 3	-61	1	0	-1	2	1.4	1	0.0
Clc1ccc(CN2CCN(c3ncccn3)CC2)c(Cl)c1
 : 7	6	0	0	-2	1	-3.7	1	0.2
CC1=CC(C)(C)N(C(=O)CSc2nccn2C)c2cc(C)ccc21
 : 1	-3	0	5	2	-1	1.6	0	0.1
CC(C)N(CCC(=O)c1ccc2ccccc2c1)Cc1ccccc1
 : 14	-2	0	-3	5	2	·	3	0.1
CC(NC(=O)CSc1nnc(-c2cc3cc(Cl)ccc3o2)n1C)c1ccccc1 (stereo unspecified)
 : 4	20	-2	4	13	3	-2.9	0	0.0
Cc1nc(N)ncc1Sc1ccccc1
 : -8	-4	3	0	3	2	-0.2	0	0.0
Cc1cc2cc(CN(Cc3nnnn3C3CCCCC3)CC3CCCO3)c(=O)[nH]c2cc1C (stereo unspecified)
 : 8	11	-6	4	3	8	0.0	1	0.1
Oc1ccccc1CNCc1ccccc1
 : 9	5	-1	1	1	1	0.8	0	0.1
Cc1ccccc1CSCC(=O)Nc1ccccc1F
 : 9	-6	-7	-1	6	4	-3.1	3	0.6
CC[C@@H]1CCCCc2ccccc2[C@H](C(=O)C[C@@H](O)CC(C)=O)OC1=O
 : ·	12	·	·	4	·	·	6	-0.1
Cc1cc(C)c2c(=O)[nH]c(SCC(=O)N3CCOCC3)nc2n1
 : 7	13	0	-5	3	6	2.5	0	-0.2
CCc1ccccc1NC(=O)NCc1ccccn1
 : 2	-7	1	2	-2	1	2.2	0	0.0
CCN(CC)P(=O)(/C(Cl)=C\Nc1c(C)n(C)n(-c2ccccc2)c1=O)N(CC)CC
 : 7	-5	1	-4	9	4	1.5	0	-0.1
CN(C)C(CNC(=O)c1ccc(Br)cc1)c1ccco1 (stereo unspecified)
 : 1	25	0	0	-3	1	-0.5	0	0.1
C/C(CC(=O)c1ccccc1)=N\NC(=O)CC#N
 : 2	24	-4	-3	6	2	-0.8	0	-0.1
CC(C)=CCC/C(C)=C/CC(C)(C)CNCCN1CCNCC1
 : 5	8	1	-1	1	5	-0.3	0	0.1
Cc1cc(C)nc(N/N=C/c2ccc(N3CCOCC3)cc2)n1
 : 1	7	-1	2	-3	1	-0.7	1	0.3
O=C(C1CCN(S(=O)(=O)N2CCCCC2)CC1)N1CCCCC1
 : 8	5	7	-4	-1	5	0.0	0	0.0
c1ccc(-c2oc3ncnc(NCCCn4ccnc4)c3c2-c2ccccc2)cc1
 : 0	28	7	-2	-3	0	0.2	0	0.1

Some of the compounds tested; rates above refer to the full screens.
